Screening results deposited in PubChem by several laboratories.
core dimer inh: HCV core protein dimerization inhibition. TR-FRET GST/Flag-core106 dimerization, 1536-well. inhibition, % at 5 µM. 300,000 tested, 0.33% active. AID 1899;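 active means inhibition above the mean of all tested compounds plus 3 SD, set per screening campaign, cut at about 45% in these data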
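Assay system – GST-tagged and Flag-tagged HCV core protein residues 1-106 · Quantity – core106 proteins, GST 13.5 nM and Flag 17 nM · Benchmarks – unlabelled core106 and no-GST-core106 wells · Read-out basis – percent inhibition of core106 dimerization signal · Detection – time-resolved FRET, ex 340 nm, em 617 and 671 nm · Schedule – 4 h at 22.5 °C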
PP1 counter: PP1-alpha (human) inhibition in PP5 counter-screen. purified PP1alpha, OMFP fluorescence. inhibition, % at 6.7 µM. AID 2235. 320,000 tested, 0.9% active. P62136;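 active means inhibition above the mean inhibition of all tested compounds plus 3 SD, computed separately for each screening campaign, cut at about 15% in these data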
Target sequence (P62136 whole entry, looked up): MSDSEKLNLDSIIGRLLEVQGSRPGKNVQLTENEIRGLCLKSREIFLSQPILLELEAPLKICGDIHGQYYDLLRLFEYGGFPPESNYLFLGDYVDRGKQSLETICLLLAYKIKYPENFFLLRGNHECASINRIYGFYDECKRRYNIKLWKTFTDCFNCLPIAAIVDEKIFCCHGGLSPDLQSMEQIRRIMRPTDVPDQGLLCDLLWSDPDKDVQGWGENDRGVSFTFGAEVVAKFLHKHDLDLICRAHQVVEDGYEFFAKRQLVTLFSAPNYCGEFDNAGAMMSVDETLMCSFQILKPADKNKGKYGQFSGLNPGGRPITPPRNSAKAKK
PP5 primary: inhibitors of human protein phosphatase 5 (PP5); P53041; purified PP5c, OMFP substrate fluorescence; inhibition, % at 6.7 µM; 320,000 tested, 0.18% active; AID 1987;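 active means inhibition above the campaign's mean inhibition across all tested compounds plus 3 SD, cut at about 9.5% in these data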;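 further: 0% = DMSO only and 100% = 100 µM cantharidin control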
Target sequence (P53041 whole entry, looked up): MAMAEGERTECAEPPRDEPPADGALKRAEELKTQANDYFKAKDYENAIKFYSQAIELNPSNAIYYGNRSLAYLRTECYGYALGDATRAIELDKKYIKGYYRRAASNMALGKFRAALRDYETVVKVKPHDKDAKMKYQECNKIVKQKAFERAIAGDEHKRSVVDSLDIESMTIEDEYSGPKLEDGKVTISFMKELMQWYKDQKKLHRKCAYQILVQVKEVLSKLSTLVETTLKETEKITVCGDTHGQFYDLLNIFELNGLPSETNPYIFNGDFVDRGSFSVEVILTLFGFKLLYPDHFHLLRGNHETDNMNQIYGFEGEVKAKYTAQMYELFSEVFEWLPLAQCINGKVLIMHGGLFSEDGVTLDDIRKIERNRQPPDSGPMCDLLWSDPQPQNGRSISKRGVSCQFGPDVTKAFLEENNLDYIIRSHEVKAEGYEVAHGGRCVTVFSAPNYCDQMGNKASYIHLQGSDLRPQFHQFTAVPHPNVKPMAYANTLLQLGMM
Efflux pump mplx: inhibitors of Candida antifungal efflux pumps expressed in yeast; inhibition, % at 10 µM; S. cerevisiae Candida pump triplex, Nile Red efflux; 330,000 tested, 0.44% active;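 active means plate passing quality check with inhibition over a set limit, or well fluorescence over plate mean plus 4 SD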;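 further: Nile Red retained in pooled yeast measured as flow cytometry median fluorescence; 0% = buffer negative control and 100% = Enniatin B positive control; higher means more Nile Red kept so more efflux inhibition; some compounds called inactive have numbers as strong as hits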
JMJD2C inh: inhibitors of human GASC-1 (JMJD2C) demethylase. inhibition, % at 2.35 µM. Q9H3R0. GST-JMJD2C(1-420) H3K9me3 demethylation, DELFIA europium. AID 2099. 330,000 tested, 0.069% active;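 active means more than half of a compound's replicate wells show inhibition beyond 50%, single wells judged on their own value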;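 further: signal counts dimethyl H3K9 product captured on neutravidin plate; 0% = median of DMSO wells and 100% = 0.3 times that DMSO median; strong numbers were not always called active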
CTSL1 counter: counter-screen for PFM18AAP inhibitors: inhibitors of F. hepatica cathepsin L1; recombinant F. hepatica cathepsin L1, Z-Leu-Arg-MCA fluorescence; inhibition, % at 5.96 µM; 300,000 tested, 0.49% active; AID 1906;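 active means inhibition above the mean of all tested compounds plus 3 SD, set per screening campaign, cut at about 17% in these data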;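 further: 0% = plate median of test compound wells and 100% = 1 µM Z-Phe-Ala-diazomethylketone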
PREPL inh: inhibitors of human prolyl oligopeptidase-like enzyme PREPL. Q4J6C6. recombinant PREPL, fluorescence polarization activity-based probe. inhibition, % at 5.96 µM. 320,000 tested, 0.68% active. AID 2751; in the data active means inhibition above about 43%;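 further: 0% = enzyme with DMSO and 100% = wells lacking enzyme; many of its hits are not listed in these tables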
TPT1 inhibitor: inhibitors of Candida albicans tRNA 2'-phosphotransferase TPT1 | recombinant caTPT1, FP RNA substrate dephosphorylation | inhibition, % at 5 µM | 300,000 tested, 0.81% active;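 active means inhibition above the mean of all tested compounds plus 3 SD, set per screening campaign, cut at about 24% in these data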;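 further: plate controls were DMSO alone for no effect and ferristatin control at 100 nM for full effect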
LYPLA2 counter: LYPLA2 (human) inhibition in PME1 counter-screen | O95372 | recombinant LYPLA2, FP-Rh probe fluorescence polarization | inhibition, % at 5.9 µM | 320,000 tested, 0.38% active;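 active means inhibition above the screen-wide mean plus 3 SD, limit set per campaign, cut at about 26% in these data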;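 further: 0% = LYPLA2 with DMSO and 100% = wells lacking LYPLA2 enzyme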
Target sequence (O95372 whole entry, looked up): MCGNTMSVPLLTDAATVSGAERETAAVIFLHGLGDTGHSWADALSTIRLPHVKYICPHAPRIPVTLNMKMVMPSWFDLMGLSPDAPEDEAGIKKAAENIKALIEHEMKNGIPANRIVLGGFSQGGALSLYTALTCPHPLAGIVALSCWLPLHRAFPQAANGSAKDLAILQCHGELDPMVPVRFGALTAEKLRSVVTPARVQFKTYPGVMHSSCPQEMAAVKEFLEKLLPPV
Active calls of the source: *; x = no result given; & = joins results of further samples. This is a subset. The share of hits here may be higher or lower than overall.

SMILES	core dimer inh	PP1 counter	PP5 primary	Efflux pump mplx	JMJD2C inh	CTSL1 counter	PREPL inh	TPT1 inhibitor	LYPLA2 counter
COc1ccc(NC(=O)CCCn2c(=O)c3sccc3n(Cc3ccc(C)cc3C)c2=O)cc1	14	1	2.2	-0.2	5	4	11	-6	-7
CCCCCOc1ccc(OC(=O)c2ccncc2)cc1	4	1	1.4	0.3	134	0	7	0	8
O=C(C(c1ccccc1)c1ccccc1)N1CCN(Cc2ccco2)CC1	0	3	1.6	0.1	9	1	13	0	5
COc1ccc(OC)c(NC(=O)CN2C(=O)NC3(CCOc4ccccc43)C2=O)c1 (stereo not given)	-2	2	0.3	-0.1	3	-3	7	-1	-1
Cc1cccc2sc(N3CCN(C(=O)c4cccs4)CC3)nc12	9	-2	2.5	-0.2	2	8	28	-3	2
O=C(NNS(=O)(=O)c1ccc2ccccc2c1)c1cc(-c2ccccn2)nc2ccccc12	14	0	-0.2	0.0	0	0	0	1	4
COc1cccc(-n2c(CCn3nc(C)c([N+](=O)[O-])c3C)n[nH]c2=S)c1	-7	-1	-0.2	-0.2	-5	-1	10	-4	3
CCCC(=O)Nc1nnc(SCC(=O)NCc2ccco2)s1	1	-2	-1.7	-0.3	-3	-4	-1	-4	2
Nn1c(SCC(=O)Nc2cc(C(F)(F)F)ccc2Cl)nncc1=O	-11	-3	2.3	0.2	-8	-1	2	5	-1
CCCn1c(SCC(=O)c2c(C)[nH]c(C)c2C(=O)OCC)nc2ccccc21	-3	0	-0.3	0.0	0	0	-1	1	0
COc1ccc(CC(=O)N/N=C(\C)CC(=O)NCc2ccco2)cc1OC	-6	1	2.5	-0.1	-2	-1	11	-4	1
O=C(OCC(=O)N1CCCC1)c1ccccc1O	-9	2	0.0	-0.2	-1	1	13	0	10
O=C(c1cccs1)N1CCCC(c2nc3c(nnn3Cc3ccccc3Cl)c(=O)[nH]2)C1 (stereo not given)	14	1	0.0	-0.1	3	1	2	-2	-4
C=CCn1c(Cc2csc(N)n2)nnc1SCC(=O)OCC	5	-5	-1.1	-0.3	-1	3	11	-1	-2
CN(c1ccccc1C(=O)N1CCN(c2ccccc2)CC1)S(C)(=O)=O	-9	0	0.2	-0.2	-1	2	42	-7	0
O=C(NCCC1=CCCCC1)c1cnc2n(c1=O)CCS2	-3	-2	5.4	0.1	7	1	8	-2	8
COc1cc(C(=O)OCc2ccccc2C#N)ccc1OCC(=O)N1CCOCC1	x	-1	-0.4	-0.1	-3	x	3	x	5
CC1(c2ccc(OC(F)F)cc2)NC(=O)N(CC(=O)Nc2ccc(F)cc2)C1=O (stereo not given)	-1	0	5.1	-0.1	5	1	5	1	4
CC(C)n1c(-c2cccs2)nc2ccccc21	-1	-2	-1.8	0.0	8	2	-8	2	7
COc1ccc(-n2ncc3c(NCCCN4CCOCC4)ncnc32)cc1	-1	-2	1.2	0.1	3	-4	1	1	-1

The final two entries of the section before are carried over, then new ones follow:
SMILES	core dimer inh	PP1 counter	PP5 primary	Efflux pump mplx	JMJD2C inh	CTSL1 counter	PREPL inh	TPT1 inhibitor	LYPLA2 counter
CC(C)n1c(-c2cccs2)nc2ccccc21	-1	-2	-1.8	0.0	8	2	-8	2	7
COc1ccc(-n2ncc3c(NCCCN4CCOCC4)ncnc32)cc1	-1	-2	1.2	0.1	3	-4	1	1	-1
CCO[C@H]1OC(C(=O)Nc2ccccc2)=C[C@@H](c2cn(C(C)=O)c3ccccc23)[C@@H]1CCCO	-8	-5	1.3	x	-1	-1	1	5	-15
Cc1ccc(S(=O)(=O)N2CCCCC2)cc1NC(=O)Cn1cnnn1	-1	1	2.6	-0.1	1	4	12	-6	7
Cc1cccc(NC(=O)Nc2ccc(C#N)cc2)n1	-2	0	-0.3	0.0	-1	2	-6	0	1
O=C(CCN1C(=O)/C(=C\c2ccccc2Cl)SC1=S)N1CCN(c2ccccc2)CC1	14	0	1.0	0.1	5	-1	-16	3	8
COc1ccc(C(=O)Nc2cc(OCc3ccccc3)c(Cl)cc2Cl)cc1	10	-4	-0.1	-0.4	2	1	10	0	-7
COC(=O)c1cc2c(C)cc3ccc(C)cn3c-2c1C(=O)OC	41	-2	-2.3	0.0	9	4	6	-70	-5
Cc1ccc(C(=O)CCC(=O)OCC(=O)Nc2ccc3[nH]c(=O)[nH]c3c2)cc1	-7	-3	-2.1	0.1	4	-46	23	-2	-2
CCn1nc(C)c(/C=C2\CCCC3=C2OC(N)=C(C#N)C3c2c(C)nn(CC)c2C)c1C (stereo not given)	-1	0	1.8	0.0	-3	-2	10	-2	-4
COc1ccc(CC2(C)OC(c3ccc([N+](=O)[O-])cc3)=NN2C(C)=O)cc1 (stereo not given)	-1	3	4.3	0.1	-4	11	-31	0	2
CC(O)/C=C/C1OC(=O)CC1Nc1ccc(C=O)cc1 (stereo not given)	1	-10	-0.3	0.1	2	3	1	-2	3
O=C(CN1C(=O)c2ccccc2S1(=O)=O)c1ccc(F)c(F)c1	-1	-2	1.6	-0.3	3	-1	-3	1	7
CCCCOc1ccc(C(=O)Nc2ccc(N3CCN(C(C)=O)CC3)cc2)cc1	-1	-7	12*	0.0	61*	-4	15	4	-5
COc1ccc(NC(=S)NCc2cccs2)cc1	-4	-3	1.9	0.0	22	-4	0	-4	-2
O=C1NC(=S)S/C1=C/c1ccc(OC(=O)c2ccco2)cc1	-7	11	5.1	0.2	-1	0	65*	17	-9
CCCCn1c(SCC(=O)Nc2cc(C)on2)nnc1-c1cccs1	-1	-1	-1.1	-0.1	-5	0	1	-1	5
Cc1cccc2sc(N(CCCN(C)C)C(=O)CCc3ccccc3)nc12	-11	8	0.3	-3.3	-14	-2	-50	-1	-5
CC(C)n1c(NCc2ccc(N(C)C)cc2)nc2ccccc21	-9	-3	1.9	0.0	2&-3	-2	7	-5	0
CCCCOC(=O)Nc1nnc(/C=C/c2ccc(OC)cc2)s1	-1	3	0.6	0.5	-24	0	-20	-2	6
CCOC(=O)C(C)C(C)=O (stereo not given)	x	-1	0.8	0.0	10	x	4	x	-4
COc1cccc(CNc2ccc(S(=O)(=O)Nc3nccs3)cc2)c1O	-1	-1	3.7	0.3	25	3	20	0	5

Arranged by length of the SMILES (highest first): some entries from above
SMILES	core dimer inh	PP1 counter	PP5 primary	Efflux pump mplx	JMJD2C inh	CTSL1 counter	PREPL inh	TPT1 inhibitor	LYPLA2 counter
COc1cccc(CNc2ccc(S(=O)(=O)Nc3nccs3)cc2)c1O	-1	-1	3.7	0.3	25	3	20	0	5
O=C1NC(=S)S/C1=C/c1ccc(OC(=O)c2ccco2)cc1	-7	11	5.1	0.2	-1	0	65*	17	-9
CCCCn1c(SCC(=O)Nc2cc(C)on2)nnc1-c1cccs1	-1	-1	-1.1	-0.1	-5	0	1	-1	5

Rewritten field by field: part of the list above
molecule: Cc1cccc(NC(=O)Nc2ccc(C#N)cc2)n1
  core dimer inh = -2 | PP1 counter = 0 | PP5 primary = -0.3 | Efflux pump mplx = 0.0 | JMJD2C inh = -1 | CTSL1 counter = 2 | PREPL inh = -6 | TPT1 inhibitor = 0 | LYPLA2 counter = 1
molecule: CCn1nc(C)c(/C=C2\CCCC3=C2OC(N)=C(C#N)C3c2c(C)nn(CC)c2C)c1C (stereo not given)
  core dimer inh = -1 | PP1 counter = 0 | PP5 primary = 1.8 | Efflux pump mplx = 0.0 | JMJD2C inh = -3 | CTSL1 counter = -2 | PREPL inh = 10 | TPT1 inhibitor = -2 | LYPLA2 counter = -4
molecule: Cc1ccc(C(=O)CCC(=O)OCC(=O)Nc2ccc3[nH]c(=O)[nH]c3c2)cc1
  core dimer inh = -7 | PP1 counter = -3 | PP5 primary = -2.1 | Efflux pump mplx = 0.1 | JMJD2C inh = 4 | CTSL1 counter = -46 | PREPL inh = 23 | TPT1 inhibitor = -2 | LYPLA2 counter = -2
molecule: CCCCn1c(SCC(=O)Nc2cc(C)on2)nnc1-c1cccs1
  core dimer inh = -1 | PP1 counter = -1 | PP5 primary = -1.1 | Efflux pump mplx = -0.1 | JMJD2C inh = -5 | CTSL1 counter = 0 | PREPL inh = 1 | TPT1 inhibitor = -1 | LYPLA2 counter = 5

(more compounds)
SMILES	core dimer inh	PP1 counter	PP5 primary	Efflux pump mplx	JMJD2C inh	CTSL1 counter	PREPL inh	TPT1 inhibitor	LYPLA2 counter
O=C(CCS(=O)(=O)c1ccc(Cl)cc1)Nc1nc(-c2ccncc2)cs1	-3	2	-8.2	0.8	-8	0	-4	1	-9
COc1cc(/C=C(\NC(=O)c2ccccc2)C(=O)Nc2cccc(O)c2)c([N+](=O)[O-])cc1OC	0	6	0.5	0.0	3	4	15	-3	1
CCN1CCN(C(=S)NC(C)c2ccccc2)CC1 (stereo not given)	-14	4	-3.3	-1.8	6	3	25	-4	8
COc1ccc(-c2noc(N3CCC(C(=O)Nc4ccccc4OC)CC3)n2)cc1	10	-1	2.6	-0.1	-1	5	-7	-2	2
Cc1sc(NC(=S)NC(=O)CCc2ccccc2)c(C(N)=O)c1C	4	0	-0.9	0.3	7	-1	-2	5	-3
CCc1cc(C(=O)OC)c(NC(=O)C2CC(=O)NN2Cc2ccccc2)s1 (stereo not given)	5	5	2.2	0.0	9	0	-4	0	2
Cc1cccn2cc(-c3ccc(S(=O)(=O)N4CCOCC4)cc3)nc12	0	0	0.5	-0.3	1	2	-4	0	-2
CC(=O)Nc1ccc(N2C(=O)CC(N3CCN(Cc4ccc5c(c4)OCO5)CC3)C2=O)cc1 (stereo not given)	-4	6	1.4	-0.1	-24	3	10	-3	0
O=C(O)c1cccc(-c2ccc(/C=N/NC(=O)c3cccnc3)o2)c1	-12	-3	1.9	-0.1	2	3	2	0	9
CCC12OC(=N)C(C#N)(C1C)C(C#N)(C#N)C(c1ccccc1)O2 (stereo not given)	-2	1	4.8	0.5	81	-1	7	-3	1
COc1cccc(-c2c(C(=O)N/N=C(\C)c3ccncc3)nnn2-c2nonc2N)c1	-1	-4	-0.6	0.1	-7	1	-5	-2	5
CCSc1nnc(NC(=O)C2CCCN(S(=O)(=O)c3cnc[nH]3)C2)s1 (stereo not given)	1	-4	1.3	-0.1	12	-2	11	1	5
COc1ccc(-n2nc(C(=O)Nc3ccc4c(c3)OCO4)c3ccccc3c2=O)c(OC)c1	15	0	4.5	0.2	-1	3	0	0	7
O=C(CCC(=O)c1cccs1)c1cccs1	0	-3	-3.2	-0.1	16	3	14	-8	3
CCc1ccc(OC(C)C(=O)Nc2ccc(S(=O)(=O)Nc3nccs3)cc2)cc1 (stereo not given)	4	2	1.6	-0.1	13	6	6	-4	7
CCOC(=O)c1cc2sccc2n1CC(=O)Nc1ccc(OC)c(OC)c1	0	0	1.8	-0.1	-2	3	15	-3	0
O=C(N/N=C/c1ccco1)c1cc(-c2ccc(Br)s2)[nH]n1	2	2	3.1	-0.1	0	0	-1	0	-13
COc1ccc(CNC(=O)c2ccc3c(c2)N(C)C(=O)CS3=O)cc1 (stereo not given)	2	-2	4.7	0.2	-7	-2	-1	-6	-2
CCOC(=O)c1ccc2c(c1)[nH]c(=S)n2CC	-4	0	0.4	0.1	7	0	-9	0	6
Cc1cccc(NS(=O)(=O)c2cccc(C(=O)Nc3cccc(C(=O)O)c3)c2)c1	14	-2	-0.9	0.0	-10	1	3	-4	0
COc1cc(CNC2CCCc3ccccc32)cc(OC)c1OC (stereo not given)	6	1	-0.1	0.1	-11	0	1	2	1
CCN(CC)S(=O)(=O)c1ccc(OC)c(NC(=O)CCc2c(C)noc2C)c1	x	-4	1.5	0.0	x	x	2	x	-4
